Bioassay records from PubChem.
pAkt inh = inhibitors of Akt phosphorylation; actives 0.32% (n = 360,000); activity change, % for hits at 50 µM; Neuro2A IGF-stimulated pAkt S473 HTRF, 20 min; active compounds read low; in the data active = activity change below about -80%; inconclusive = mostly about -51% to -80%; also: % is scaled to controls: 0 for no effect and ±100 for the full control effect
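Neuro2A cells in DMEM with 0.5% FBS, overnight at 37 deg C, given compound at single 50 µM final, then IGF (6 nM final) for 20 min at 37 deg C. Lysed; phospho-Akt Ser473 by HTRF after 24 h, 665/615 ratio.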
Abeta rescue = A-beta toxicity reversal in yeast; yeast expressing A-beta42, growth rescue, OD600, 48 h; response scale: 0% DMSO, 100% iron-clioquinol control; Potency, µM (top dose mostly 46.1 µM), for the others: top-dose growth rescue, hits mostly activators; actives 0.063% (n = 410,000); also: potency is read from the fitted curve at half-maximal effect; nearly all actives have a fitted effect of over 55% in size
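Growth rescue measured by 600 nm absorbance after 48 h yeast culture at 30 C with compound. Values normalized between DMSO and an equimolar ferric chloride plus clioquinol control.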
Mm-Cpn inhibitor = blocks the Methanococcus maripaludis chaperonin Mm-Cpn; purified Mm-Cpn ATPase, ADP Transcreener TR-FRET; Potency, µM (titrated, usually from 76.9 µM), inactives show top-dose activity, negative = inhibition, hits mostly inhibitors; actives 0.031% (n = 330,000); AID 504842; also: potency is read from the fitted curve at half-maximal effect; % is scaled to controls: 0 for no effect and ±100 for the full control effect; nearly all actives have a fitted effect of over 80% in size
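Compound-treated chaperonin, 25 nM final, turns over 10 uM ATP at 37°C for 30 min following a 10 min preincubation; ADP generated competes with ADP-d2 for Eu-cryptate antibody, lowering FRET.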
TGFb inhibitor = blocks TGF-b signaling. HepG2 CAGA-GFP TGF-b/SMAD3 reporter, GFP fluorescence, 18 h; TGF-beta stimulated, 500 pg/mL final. Potency, µM (titrated, usually from 46.1 µM), inactives show top-dose activity, negative = inhibition, actives largely listed as inhibitors. actives 1.2% (n = 410,000). AID 588855; also: potency is read from the fitted curve at half-maximal effect; % is scaled to controls: 0 for no effect and ±100 for the full control effect; nearly all actives have a fitted effect of over 65% in size
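GFP signal (ex488/em500-530) from TGF-beta-stimulated HEPG2 CAGA-GFP cells, 500 pg/mL final, 18 h at 37 degrees C in DMEM plus 1% FBS, normalized to unstimulated and DMSO-stimulated controls.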
CCT chaperon mod = cytosolic chaperonin activity modulation; purified chaperonin ATPase assay, HTRF ADP detection, 30 min; activity change, % (concentration not given with the values), hits read low; actives 0.3% (n = 360,000); AID 651819; in the data active = activity change below about -30%; also: % is scaled to controls: 0 for no effect and ±100 for the full control effect
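Enzyme 40 or 20 nM (batch-dependent) in Tris pH 7.4/KCl/MgCl2/DTT; cpd 76 uM single point; ATP 10 uM; 30 min 37 °C; Transcreener ADP HTRF detection, 30 min RT; ratio 665/615.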
HepG2 viability = kills HepG2 cells in TGF-b inhibitor counter-screen; HepG2 CAGA-GFP viability, ATP luminescence, 18 h; Potency, µM (series often up to 46.1 µM), without a hit: at the top dose activity change, negative = cytotoxicity, usual class: cytotoxic; actives 0.76% (n = 410,000); also: potency is read from the fitted curve at half-maximal effect; some results filed as inactive show a strong effect at the top dose
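CellTiter-Glo luminescence gave cytotoxicity after 18 hours at 37 degrees C. The cells were HepG2 CAGA-GFP in 1% FBS DMEM, stimulated with 500 pg/mL TGF-beta after compound addition. %Activity was normalised to no-cell wells (complete cell-killing) and DMSO (no toxicity), and curves were fitted and classified.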
Nrf2 activator = Nrf2 pathway activation; AREc32 ARE-luciferase reporter (MCF7-derived line), luminescence, 24 h; Potency, µM (titrated, usually from 46.1 µM), for the others: at the highest dose activation, usual class: activators; actives 0.31% (n = 410,000); AID 624171; also: potency is read from the fitted curve at half-maximal effect; % of control where 0% means no effect; nearly all actives have a fitted effect of over 65% in size
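Nrf2 activation is followed as ARE-luciferase induction in the AREc32 line after one day of compound treatment; luminescence is read with Steady-Glo.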
A549 viability = A549 cytotoxicity, counter-screen for Nrf2 inhibitors. Potency, µM (series often up to 46 µM), for inactives: at the top dose activity change, negative = cytotoxicity, usual class: inhibitors. actives 0.16% (n = 390,000). A549 ARE-Fluc cells, CellTiter-Fluor viability, 18-24 h. AID 504648; also: potency is read from the fitted curve at half-maximal effect; % is scaled to controls: 0 for no effect and ±100 for the full control effect
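A549 ARE-Fluc cells in 5% FBS OPTI-MEM, 5000 cells/well, rested 2 h then exposed to compounds in concentration-response for 18-24 h at 37 °C. Viability by CellTiter-Fluor fluorescence (Ex 405/Em 525) after 30 min; luciferase luminescence (BugLite, 15 min, RT) read afterwards.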
Nrf2 block = inhibitors of Nrf2 signaling. Potency, µM (doses to about 46 µM), for the others: at the top dose activity change, negative = inhibition, most hits filed as inhibitors. AID 504444. A549 ARE-Fluc reporter, luciferase luminescence, 18-24 h. actives 2.1% (n = 360,000); also: potency is read from the fitted curve at half-maximal effect; % is scaled to controls: 0 for no effect and ±100 for the full control effect; nearly all actives have a fitted effect of over 60% in size
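A549 ARE_Fluc cells, 5000/well, 5% FBS OPTI-MEM; compounds in dose-response, 18-24 h at 37 °C/5% CO2; CellTiter-Fluor viability read (Ex 405/Em 525), then BugLite luciferase luminescence = Nrf2 activity.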
Numbers without * were called inactive; i = inactive; ? = inconclusive; . = no result given; [ ] = remark or other dose. Unless noted, calls follow the shape of the dose curve; as a rule, active = well fitted curve in the direction sought with a large enough effect; inconclusive = small, poorly fitted or top-dose-only effect, or another doubt; inactive = no such curve, though single readings can be large; an effect the other way counts as inactive or inconclusive.

Every second line gives: Abeta rescue	pAkt inh	HepG2 viability	Mm-Cpn inhibitor	TGFb inhibitor	CCT chaperon mod	Nrf2 block	A549 viability	Nrf2 activator
> CSc1cccc(NC(=O)Nc2nc3c(C)cccc3s2)c1
  7%	i	-36%	3%	-15%	1.1	-16%	2%	4.2%
> Cc1ccc(N2CCN(CC3CC=CCC3)CC2)cc1 (centres undefined)
  -3%	i	-20%	-3%	-9%	-2.2	6%	0%	-0.6%
> COc1ccc(NC(=O)c2cc(-c3ccco3)nc3ccccc23)cc1
  3%	i	-3%	.	16%	-1.0	-14%	-1%	3.3%
> CC(C)CC#Cc1ccc2c(c1)O[C@H](CN(C)C(=O)Nc1ccccc1)[C@@H](C)CN([C@H](C)CO)S2(=O)=O
  1%	i	-18%	.	-6%	2.0	.	.	0.2%
> COc1ccc(CNc2cc(NCCCO)c([N+](=O)[O-])c3nonc23)cc1
  7%	i	-42%	-4%	-27%	-1.2	?	?	3.0%
> COc1ccc(NC(=S)NCc2ccc(S(N)(=O)=O)cc2)c(OC)c1
  4%	i	-17%	0%	-9%	0.1	-18%	0%	2.7%
> COc1cc(/C=C2/C(=O)NN(c3ccc(Cl)cc3)C2=O)cc(Br)c1O
  4%	i	-1%	1%	21%	1.8	-4%	1%	0.7%
> O=c1c2ccccc2n(Cc2cccc(Cl)c2)c(=O)n1Cc1ccccc1
  -8%	.	-14%	.	-16%	.	-6%[9.27 µM]	6%	-0.9%
> C[C@@H]1CN([C@@H](C)CO)C(=O)c2cc(C#Cc3ccccc3)cnc2O[C@H]1CN(C)C(=O)c1ccccc1F
  4%	i	-33%	.	-5%	2.8	.	.	-1.1%
> CC1Sc2ccc(C(=O)NCc3ccccc3Cl)cc2NC1=O (centres undefined)
  -13%	i	-3%	-3%	12%	-0.9	-17%	12%	-0.1%
> S=C(Nc1ccccc1)Nc1nc2ccccc2n1CCOc1ccccc1
  9%	i	-45%	-9%	5%	-0.6	-20%	?	-2.1%
> COc1ccc(NC(=O)c2ccco2)cn1
  -4%	i	-32%	-2%	-8%	-0.7	29%	-6%	2.7%
> O=C(CCCN1C(=O)c2ccccc2C1=O)Nc1ccc(S(=O)(=O)N2CCCCC2)cc1
  -18%	i	0%	0%	1%	-2.5	8%	13%	-0.8%
> COc1ccc(N(C(=O)c2ccccc2C)S(=O)(=O)c2ccc(Cl)cc2)cc1
  15%	.	-30%	.	-28%	.	-15%	2%	-0.2%
> CCOc1ccccc1CNS(=O)(=O)c1cnc(N)nc1
  -13%	.	-5%	.	-14%	.	.	1%	-1.2%
> c1ccc(CCSc2nccn2-c2ccccc2)cc1
  30%	i	0%	1%	3%	1.7	?	16%	4.2%
> Cc1nc(-c2cc(C#N)c(=O)[nH]c2C)cs1
  6%	i	8%	-4%	-14%	-0.7	2%	1%	0.2%
> O=C(Cn1nc2c(cc1=O)CCCC2)NCc1ccccc1
  -12%	.	-1%	.	0%	.	.	-7%	-0.4%
> COc1ccc(NS(=O)(=O)c2cc(NC(=O)c3cnccn3)ccc2N2CCCC2)cc1
  17%	i	-14%	-4%	?	0.2	-9%	0%	2.0%
> CCCN(CCC)C(=O)C1CCN(c2cc(C)nc3c(-c4ccc(Cl)cc4)c(C)nn23)CC1
  5%	.	2%	.	0%	.	3%	0%	0.2%
> CCn1cnc2cc(NCc3cccs3)ccc21
  6%	i	-13%	-4%	-7%	-4.0	24%	1%	-0.2%
> COc1cccc(OC)c1C(=O)Nc1cccc(-c2ccc(N3CCOCC3)nn2)c1
  -2%	i	-3%	0%	0%	-2.8	1%	-2%	0.2%
> CCOC(=O)N1CCN(C(=O)CSCc2ccccc2Cl)CC1
  -3%	i	14%	1%	6%	1.9	?	4%	3.0%
> CCOC(=O)N1CCN(S(=O)(=O)c2ccc(C(=O)NNc3nc4c(C)cc(C)cc4s3)cc2)CC1
  8%	i	-7%	2%	-17%	0.0	?	-13%	3.0%
> O=C(CN1C(=O)CSC1=O)Nc1ccccc1F
  1%	i	-16%	-5%	-14%	-5.3	4%	3%	0.0%
> O=C(C1CC(=O)N(c2ccc3c(c2)OCCO3)C1)N1CCN(Cc2ccccc2F)CC1 (centres undefined)
  -9%	i	-4%	-3%	5%	0.5	-29%	0%	0.3%
> COc1ccccc1/C=C1\SC(=S)N(CCC(=O)NCCc2ccc(O)cc2)C1=O
  7%	i	-61%	-8%	?	-2.4	-7%	?	20%
> Cn1cnc(S(=O)(=O)N2CCN(c3cccc(C(F)(F)F)c3)CC2)c1
  1%	i	-6%	2%	-1%	0.5	4%	-1%	0.2%
> Cc1ccccc1C(=O)Nc1ccc(C(=O)N/N=C/c2ccc(O)c(Br)c2)cc1
  -15%	i	0%	2%	0%	-1.9	-15%	-7%	4.4%
> CCN(CC)c1ncnc2ccc(Br)cc12
  -7%	i	-16%	-4%	-12%	0.3	?	4%	-0.5%
> CC(C)(C)c1cc(CN2CCN(CCC#N)CC2)cc(C(C)(C)C)c1O
  8%	i	11%	-1%	0%	1.9	20%	5%	?
> Cc1ccc(C(=O)c2c(N)c(C(=O)Nc3cccc(C(F)(F)F)c3)c3ccccn23)cc1
  -14%	.	-13%	.	-5%	.	28%	8%	-1.1%
> COc1cc(C(=O)NNC(=O)CSc2nnc3ccccn23)cc(OC)c1OC
  14%	i	14%	-1%	-3%	-1.1	-12%	-6%	-0.9%
> COc1ccc(Cl)c(NC(=O)NCCN2CCN(c3ccccc3)CC2)c1
  9%	i	-3%	2%	6%	-1.8	8%	-5%	-0.6%
> O=C(Nc1cccnc1)c1ccc(Cl)c([N+](=O)[O-])c1
  2%	i	-6%	1%	7%	0.7	17%	6%	9.6%
> CCSC(=Nc1ccccc1)C1=C(O)COC1=O
  -9%	i	-5%	-3%	-3%	-2.1	7%	-1%	0.4%
> COc1ccc(C(=O)CN2C(=O)c3ccccc3C2=O)c(OC)c1C
  -8%	i	-14%	-4%	6%	-0.8	.	3%	0.1%
> Cc1ccc(Cl)cc1NC(=O)CN1CCOCC1
  -10%	i	1%	.	-5%	-3.3	5%	1%	-0.5%
> CCOC(=O)N1CCN(C(=O)CSCc2nc(-c3ccccc3C)oc2C)CC1
  5%	i	-34%	-1%	-9%	0.2	?	-4%	0.2%
> COc1ccc(/C(C)=N/NC(=O)c2sccc2-n2cccc2)cc1
  -4%	i	-8%	?	3%	-0.3	?	9%	5.1%
> COc1ccc(C(C)(C)C)cc1NC(=O)c1ccc2c(c1)SC1=NS(=O)(=O)CCN12
  -3%	i	1%	-1%	7%	-0.1	16%	9%	0.3%
> CC1CCCN(C(C(=O)Nc2ccc3c(c2)OCCO3)c2ccccc2)C1 (centres undefined)
  4%	i	-1%	1%	-4%	0.9	13%	4%	0.4%
> COc1ccccc1N1CCN(C(=O)C(Sc2ccccc2)c2ccccc2)CC1 (centres undefined)
  -14%	i	8%	2%	?	0.9	-27%	-7%	-0.2%
> O=C(COc1ccccc1-c1ccccc1)NNC(=O)NC1CCCCC1
  -21%	i	0%	0%	0%	0.4	-8%	0%	-0.6%
> O=[N+]([O-])c1cc2c(cc1CN1CCN(c3ccc(F)cc3)CC1)OCO2
  -5%	i	-37%	-2%	?	0.2	-11%	2%	0.2%
> CNc1nc(N)c([N+](=O)[O-])c(NCCO)n1
  3%	i	2%	-1%	-5%	-2.7	-3%	-1%	-0.4%
> CCOC(=O)c1ccc(NC(=O)COc2ccccc2CNCCc2ccccc2)cc1
  12%	i	-109%	0%	?	0.1	17%	0%	-2.0%
> CCOC(=O)c1cnc(NCc2ccccc2OC)c2ccccc12
  16%	.	-13%	.	-25%	.	.	-1%	4.0%
> COc1ccc(-c2ccc(-c3nnn(CC(=O)N4CCOCC4)n3)cc2)cc1
  0%	i	-1%	1%	3%	-0.4	2%	5%	0.6%
> Cc1cccc(OCCCC(=O)NNC(=O)c2ccncc2)c1
  -1%	i	4%	-2%	2%	-0.4	-8%	-3%	0.1%
> O=c1n(Cc2ccccc2)nc2n1-c1ccccc1OC2
  -12%	.	-2%	.	9%	.	?	12%	2.8%
> Cc1ccc(S(=O)(=O)N2CC(C)N(C(=O)N3CCOCC3)C2)cc1 (centres undefined)
  -2%	i	-4%	-1%	-20%	-3.0	3%	2%	1.3%
> NC(=O)c1nc[nH]c1C(=O)Nc1cccc(NC(=O)c2cccc(C(F)(F)F)c2)c1
  -4%	i	-17%	-1%	-8%	-4.5	?	-3%	30%
> Cc1cccc(C)c1OCC(=O)Nn1c(=O)[nH]c2ccccc2c1=O
  -8%	i	-21%	-1%	12%	0.1	-3%	-2%	-0.3%
> O=C(COc1coc(CN2CCc3ccccc32)cc1=O)NCCc1ccccc1
  -12%	i	-8%	0%	3%	0.6	-11%	-1%	0.2%
> CC=C1COC(C(=O)NCCOCCO)(C(F)(F)F)C=C1C=C(C)C (centres undefined)
  .	.	-21%	.	?	.	?	-3%	.
> O=C(NC1CCCCC1)C12CC3CC(CC(Cl)(C3)C1)C2
  9%	i	-2%	1%	?	-0.1	10%	-12%	-0.4%
